TbREL1 inh: TbREL1 RNA ligase inhibitors, primary screen, biochemical, FRET fluorescence. inhibition, % at 9.66 µM. 89,000 tested, 0.49% active. RNA-editing ligase 1, mitochondrial (Trypanosoma brucei brucei), P86926. TbREL1 RNA ligation;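 active = inhibition above the mean inhibition across all screened compounds plus 3 SD, cut at about 11% in these data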;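 note: 0% = plate median of test wells and 100% = NSC42067 control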
Target sequence (P86926 whole entry, looked up): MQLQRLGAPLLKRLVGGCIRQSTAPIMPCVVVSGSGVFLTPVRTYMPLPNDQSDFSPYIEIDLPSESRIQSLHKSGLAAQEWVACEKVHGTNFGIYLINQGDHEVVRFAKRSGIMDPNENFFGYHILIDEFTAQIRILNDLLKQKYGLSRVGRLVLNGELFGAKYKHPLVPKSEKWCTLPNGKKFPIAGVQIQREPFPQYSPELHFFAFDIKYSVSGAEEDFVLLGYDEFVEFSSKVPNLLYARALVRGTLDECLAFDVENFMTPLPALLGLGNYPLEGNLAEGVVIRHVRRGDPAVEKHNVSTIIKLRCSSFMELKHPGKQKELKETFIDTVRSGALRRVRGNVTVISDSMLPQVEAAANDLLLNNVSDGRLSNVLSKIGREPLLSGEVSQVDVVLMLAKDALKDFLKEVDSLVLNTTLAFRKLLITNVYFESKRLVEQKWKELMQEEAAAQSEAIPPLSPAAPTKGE
The depositor's hits bear a star. The list is partial; rates above refer to the full screens.

SMILES	TbREL1 inh
Cc1ccc(N(CC(=O)NC2CCCCC2)C(=O)CCC(=O)Nc2nccs2)cc1	2
COc1ccc(C2CCCN2C(=O)Nc2ccc(Cl)cc2)cc1OC (configuration not stated)	6
CCn1c(=O)n2n(c1=O)[C@H]1C[N+](Cc3ccc4c(c3)OCO4)=C(N)NC1=C(C)C2	6
C[C@@H]1CN([C@@H](C)CO)C(=O)c2cc(NS(=O)(=O)c3ccc(F)cc3)ccc2O[C@@H](C)CCCCO[C@H]1CN(C)C(=O)NC1CCCCC1	-1
O=C(NC1CCCCC1)C(c1ccccc1)N(Cc1ccco1)C(=O)c1csnn1 (configuration not stated)	2
COc1ccc(OCCN2CCN(C3CC(=O)N(CCC(C)C)C3=O)CC2)cc1 (configuration not stated)	-3
Cc1c(C#N)c2ncnc(-c3ccccc3)c2n1-c1ccccc1	-1
CCn1c(SCC(=O)Nc2ccc(C)cc2)nnc1-c1ccc(O)cc1	0
CSc1ccc(Cn2c(C)c(C(=O)NCc3cccs3)sc2=O)cc1	0
COc1ccc(C(=O)CSc2nnc(CCc3ccccc3)n2-c2ccccc2)cc1	1

Part of the list above, with the structure last:
TbREL1 inh	compound
-1	C[C@@H]1CN([C@@H](C)CO)C(=O)c2cc(NS(=O)(=O)c3ccc(F)cc3)ccc2O[C@@H](C)CCCCO[C@H]1CN(C)C(=O)NC1CCCCC1
2	Cc1ccc(N(CC(=O)NC2CCCCC2)C(=O)CCC(=O)Nc2nccs2)cc1
2	O=C(NC1CCCCC1)C(c1ccccc1)N(Cc1ccco1)C(=O)c1csnn1 (configuration not stated)

New compounds follow:
SMILES	TbREL1 inh
CCOC(=O)C(NC(=O)c1ccc(F)cc1)(Nc1nnc(C)s1)C(F)(F)F (configuration not stated)	4
COc1cccc(C(=O)Nc2cccc(C(=O)NCC(C)C)c2)c1	4
CCOC(=O)CSc1ccc2nnc(-c3ccccc3)n2n1	5
CCN(CC)S(=O)(=O)c1ccc(OCC(=O)NC(=O)c2ccccc2OC)c([N+](=O)[O-])c1	3
Oc1cc(Nc2ccccc2)cc2cccnc12	4
COc1ccc(NC(=O)C2CCCN(S(=O)(=O)c3cccc4nonc34)C2)cc1OC (configuration not stated)	3
O=C(CN(C(=O)CCC(=O)Nc1nccs1)c1ccc(F)cc1)NCc1ccc2c(c1)OCO2	1
CC(C)Oc1ccc(C(CC(=O)O)NC(=O)C(Sc2ccccc2)c2ccccc2)cc1 (configuration not stated)	-3
c1ccc(-c2nnc3sc(-c4cc5ccccc5o4)nn23)cc1	5
CSCC[C@H](NC(=O)[C@@H]1Cc2ccccc2CN1)C(=O)Nc1cccc(C)c1	-4
COc1cc(C2C(C#N)=C(N)OC3=C2C(=O)CCC3)cc(OC)c1OC(=O)N1CCOCC1 (configuration not stated)	-5
Cc1cc(C)n(CCCO)c(=O)c1C#N	1
CC(C)CNC(=O)C1C(=O)Nc2ccccc2C(=O)N1C(C)(C)C (configuration not stated)	-2
CCC(C)NC(=O)c1cc(Cl)ccc1OC (configuration not stated)	0
Cc1ccccc1C(=O)NCCc1nnc(SCC(=O)Nc2nc(-c3ccccc3)cs2)n1C	-2
Cc1nn(CC(=O)NCc2ccc(C(=O)O)cc2)c(C)c1[N+](=O)[O-]	-1
CCn1c(=O)cc(SCC(=O)N2CCC(C)CC2)c2ccccc21	-2
Oc1ccc(Nc2nc(-c3cccs3)cs2)cc1	-4
CCn1c(=O)cc(NC2=NCC(C)CN2c2cccc(Cl)c2)n(C)c1=O (configuration not stated)	-2
Cc1cccc(C)c1N1C(=O)c2cccc([N+](=O)[O-])c2C1=O	2
O=C1OCCN1C(=O)[C@H]1[C@H](c2ccc(F)cc2)C(c2cccc(Cl)c2)=NN1c1ccccc1	4
Cc1ccc(-n2nnc(-c3nccs3)n2)cc1	-2
CCN(CC)S(=O)(=O)c1ccc(NC(=O)C2CC(=O)N(c3ccc4c(c3)OCCO4)C2)cc1 (configuration not stated)	3
CCOc1ccccc1N1CCN(C(=O)CNC(=O)c2ccccc2F)CC1	3
CC(C)CC(=O)Nc1ccc(S(=O)(=O)NCc2ccco2)cc1	2
Cc1ccc(NC(=O)CSc2nc3ccccc3c3nc(CCc4c(C)n[nH]c4C)nn23)cc1F	4
O=C(Cc1cn(Cc2ccccc2)c2ccccc12)Nc1ccc(Nc2cccnc2)c(Br)c1	-1
COc1ccc(C(=O)Nc2ccccc2C(=O)Nc2ccccn2)cc1	1
CC1CC(C)CN(S(=O)(=O)c2ccc(C(=O)N(c3ccccn3)C3CCCCC3)cc2)C1 (configuration not stated)	5
CC(C)c1cc(C(C)C)c(S(=O)(=O)N2CCC(C(=O)NCC3COCCO3)CC2)c(C(C)C)c1 (configuration not stated)	-3
O=S(Cc1ccc(Cl)cc1)c1ncc(CO)n1Cc1ccccc1 (configuration not stated)	-3
CC1C=CCC2C(=O)N(c3cccc(C(=O)Nc4ccc(F)cc4)c3)C(=O)C12 (configuration not stated)	-3
O=C(/C=C(\Nc1cccc(Cl)c1F)c1ccccc1)c1ccccc1	3
Cc1ccc(N2CCN(S(=O)(=O)c3ccc(F)cc3)CC2)c(C)c1	3
NC(=S)NN=C1c2cc(S(=O)(=O)N3CCOCC3)ccc2-c2ccc(S(=O)(=O)N3CCOCC3)cc21	-5
COc1ccc(O)cc1CN1CCN(c2ncc(Cc3ccccc3)cn2)CC1	-4
CN=C1SC(CC(=O)Nc2ccc(F)cc2F)C(=O)N1/N=C(\C)c1cccc(OCC(=O)O)c1 (configuration not stated)	2
Cc1cc(C)n2c(SCC(=O)N(C)C3CCCCC3)nnc2n1	4
COC(=O)c1sccc1S(=O)(=O)NCc1ccc(S(N)(=O)=O)cc1	0
COc1ccc2nc(NC(=O)CCNC(=O)c3ccco3)sc2c1	0
CC(=O)Oc1ccc2c(C)cc(=O)[nH]c2c1	2
CCOCCCn1c(=S)[nH]c2cc(C(=O)N3CCC(C(N)=O)(N4CCCCC4)CC3)ccc2c1=O	2
COc1ccc(S(=O)(=O)n2[nH]c(=O)c(CCO)c2C)cc1	3
O=C(COC(=O)CNC(=O)c1ccccc1F)Nc1nnc(-c2ccccc2)o1	2
CN1CCOC(=O)/C1=N/Nc1cc(Cl)ccc1Cl	-6
O=C(c1cc(-c2cccs2)on1)N1CCN(c2ccc(F)cc2)CC1	-3
CCc1noc(C)c1C(=O)Nc1cc(S(=O)(=O)N2CCCCC2)ccc1N(C)C	9
C/C(=N/NC(=O)c1ccc(Br)o1)c1ccc(C)o1	0
Cc1ccc(S(=O)(=O)N2CCCCC2)cc1NC(=O)Cn1ncc(Cl)c(Cl)c1=O	-2
COc1ccc(CNC(=O)CSc2nnc(C3CC3)n2C2CC2)cc1	-1

The list goes on; the last 4 above are carried over.
SMILES	TbREL1 inh
CCc1noc(C)c1C(=O)Nc1cc(S(=O)(=O)N2CCCCC2)ccc1N(C)C	9
C/C(=N/NC(=O)c1ccc(Br)o1)c1ccc(C)o1	0
Cc1ccc(S(=O)(=O)N2CCCCC2)cc1NC(=O)Cn1ncc(Cl)c(Cl)c1=O	-2
COc1ccc(CNC(=O)CSc2nnc(C3CC3)n2C2CC2)cc1	-1
COc1ccc(C)cc1NC(=O)COC(C)=O	3
Cc1ccn(S(=O)(=O)c2ccc3oc(=O)ccc3c2)n1	-2
COc1ccccc1C(=O)N1CCN(C(=O)[C@@H](Cc2ccccc2)NC(=O)[C@H]2O[C@@H](n3ccc(N)nc3=O)[C@H](O)[C@@H]2O)CC1	-2
CN1C(=O)[C@@H]2[C@H](C1=O)[C@@H]1C(=O)Nc3ccccc3C(=O)N1[C@@H]2c1cccc(Br)c1	-1
CC(=O)c1c(C)[nH]c(C(=O)NNC(=O)COc2cc(C)ccc2C(C)C)c1C	-3
Cc1ccc(CN2C(=O)C(Cc3ccccc3)Nc3ncnc(N4CCN(c5ccccc5)CC4)c32)cc1 (configuration not stated)	-1
O=C(Cc1ccc(OCc2ccccc2)cc1)NCc1ccc2c(c1)OCO2	2
CCOC(=O)C1CCN(c2cc3c(cc2NC(=O)c2ccccc2OCC)n(C)c(=O)n3C)CC1	0
CCN(CC)CCC(=O)Nc1ccc2c(c1)N(C(=O)CN(CC)CC)c1ccccc1CC2	2
Cc1ccc(NC(=O)C2CCCN(S(=O)(=O)c3cccnc3)C2)cc1C (configuration not stated)	-4
O=c1[nH]c(C2CCN(S(=O)(=O)c3ccc4c(c3)OCCO4)CC2)nc2c1nnn2Cc1cccc(F)c1	0
CSc1c2c(nc3ncnn13)CCC2	0
O=c1cc(O)nc(SCc2ccccc2Cl)[nH]1	1
Cc1cc(NC(=O)Cn2cnc3sccc3c2=O)no1	-2
COc1ccc(NC(=O)C(=O)NCC2CCCN2S(=O)(=O)c2cc(C)ccc2C)cc1 (configuration not stated)	0
CC(C)c1cc(C(=O)Nc2cccc(Cl)c2)no1	0
O=[N+]([O-])c1ccc2nc(C3CCCCC3)[nH]c2c1	1
CC(=O)N1CCOc2ccc(S(=O)(=O)NCCc3ccc(C)cc3)cc21	0
CCOc1ccccc1NC(=S)N(CCN(C)C)C(C)c1ccncc1 (configuration not stated)	-1
Cc1cc(OCc2cn(CC(=O)c3ccc(O)cc3)nn2)ccc1[N+](=O)[O-]	8

Look-ups from the list:
`O=[N+]([O-])c1ccc2nc(C3CCCCC3)[nH]c2c1` in TbREL1 inh is listed with 1
`CC(=O)N1CCOc2ccc(S(=O)(=O)NCCc3ccc(C)cc3)cc21` in TbREL1 inh is listed with 0
`O=c1[nH]c(C2CCN(S(=O)(=O)c3ccc4c(c3)OCCO4)CC2)nc2c1nnn2Cc1cccc(F)c1` in TbREL1 inh is listed with 0
`O=c1cc(O)nc(SCc2ccccc2Cl)[nH]1` in TbREL1 inh is listed with 1
`Cc1cc(NC(=O)Cn2cnc3sccc3c2=O)no1` in TbREL1 inh is listed with -2

(next part)
SMILES	TbREL1 inh
CC(=O)Nc1ccc(Oc2cncc(Cl)c2)nc1	0
Cc1ccccc1NS(=O)(=O)c1ccc(OCC(=O)NCc2ccccn2)cc1	5
NC(=O)C1CCN(CC(=O)NC(=O)NC2CCCC2)CC1	0
O=C1C(=O)N(CCO)C(c2ccccc2)/C1=C(\O)c1ccccc1 (configuration not stated)	-2
COc1cccc(NC(=O)CN(C)C(=O)c2cc(C)oc2C)c1	-4
Clc1ccc(SCCOCCN2CCCCC2)cc1	4
Cc1c(Cl)c(-c2n[nH]c(=S)n2CC(C)C)nn1C	-6
COc1ccccc1Oc1ccc(S(=O)(=O)N2CCCCC2C)cc1 (configuration not stated)	3
CCCCn1c(N)c(N(CC(C)C)C(=O)c2ccc(S(=O)(=O)N3CCCCCC3)cc2)c(=O)[nH]c1=O	4
CCCCNC(=O)c1nn2cc(Br)cnc2c1Br	3
COC(C/C=C\[C@H](O)COCc1ccccc1)OC	3
COc1cccc(CNC(=O)COC(=O)CN2C(=O)NC3(CCCCC3C)C2=O)c1 (configuration not stated)	2
O=C(Nc1ccc(Cl)c(-c2nc3ccccc3[nH]2)c1)c1ccc2c(c1)OCO2	2
CC(=O)Nc1cccc(C(=O)OCN2C(=O)c3ccccc3C2=O)c1	-1
c1ccc2c(c1)ccc1nnc(SCc3ccc4c(c3)OCCO4)n12	7
COC(=O)CN(n1cnnc1)S(=O)(=O)c1ccccc1	1
CCOC(=O)N1CCN(C(=O)CN2C(=O)NC(c3ccccc3)(c3ccccc3)C2=O)CC1	1
O=C(CC1C(=O)NCCN1Cc1ccccc1F)NC1CCCCCC1 (configuration not stated)	-2
Cn1nc(-c2ccc(OCC(N)=O)cc2)c2ccccc2c1=O	1
Cn1c(NC(=O)c2ccc(Cl)s2)cc(=O)n(C)c1=O	0
COc1ccc(-c2nnc(SCC(=O)NN=C/C=C\c3ccco3)n2-c2ccc(OC)cc2)cc1	-3
CC[C@@H]1/C(=C/c2ccccc2)N2C(=O)C[C@@H](c3ccccc3)N=C2N1Cc1ccc(OC)cc1OC	-3
CC(NC(=O)c1ccc(-c2cc(C(F)(F)F)ccc2Cl)o1)c1ccccc1 (configuration not stated)	-1
O=C(CC1SC(=Nc2ccccc2)N(Cc2ccccn2)C1=O)Nc1ccc(Br)cc1 (configuration not stated)	-1
CCOc1ccc(CCNC(=O)COC(=O)c2ccco2)cc1OCC	-3
O=C(NCCc1cccnc1)C1CCC(=O)N(Cc2cccc(C(F)(F)F)c2)C1 (configuration not stated)	3
O=C(CN1C(=O)C2(OCCCO2)c2ccccc21)NCc1ccc2ccccc2c1	-3
CCCS(=O)(=O)N1CCCC(C(=O)NCc2ccc3c(c2)OCO3)C1 (configuration not stated)	0
CCn1c(C)cc(/C=C2\NC(=O)N(CC(=O)Nc3cccc(C)c3)C2=O)c1C	-6
NS(=O)(=O)c1ccc(N=Nc2c(O)[nH]c3ccc(Br)cc23)cc1	3

Pulled by structure from the list above, four records:
SMILES	TbREL1 inh
O=C(CC1SC(=Nc2ccccc2)N(Cc2ccccn2)C1=O)Nc1ccc(Br)cc1 (configuration not stated)	-1
CCn1c(C)cc(/C=C2\NC(=O)N(CC(=O)Nc3cccc(C)c3)C2=O)c1C	-6
O=C(CN1C(=O)C2(OCCCO2)c2ccccc21)NCc1ccc2ccccc2c1	-3
NS(=O)(=O)c1ccc(N=Nc2c(O)[nH]c3ccc(Br)cc23)cc1	3

(continued)
SMILES	TbREL1 inh
CC1(c2nnc(Cc3ccccc3)o2)CC(c2cccc(F)c2)=NO1 (configuration not stated)	0
O=C(CCn1nnc(-c2cccs2)n1)NCc1ccco1	-1
Cc1ccc(OCCN(C)C(=O)CC2C(=O)NCCN2CC(C)(C)C)cc1 (configuration not stated)	-1
CSCCCNC(=O)CN1C(=O)C2CCCCN2C(=O)c2ccccc21 (configuration not stated)	-3
O=C(NC1CC1)c1cc(-c2ccc(Br)cc2)nc2ccccc12	1
Cc1sc2ncnc(SCC(=O)N(C)C3CCS(=O)(=O)C3)c2c1C (configuration not stated)	-1
Cc1cccc(CCNC(=O)CCS(=O)(=O)c2ccc3nc(C)sc3c2)c1	-2
O=C(O)C1C2C=CC(C2)C1C(=O)NCCc1ccccc1 (configuration not stated)	1
CC1CCN(c2c([N+](=O)[O-])c(=O)oc3ccccc23)CC1	6
Cc1cc(/C=N/NC(=O)c2cc3ccccc3o2)c(C)n1C	-4
COC(=O)c1ccccc1Oc1nc(Cl)cc(OC)n1	2
O=C(Nc1ccccc1)N1CCN(Cc2nc3ccccc3c(=O)[nH]2)CC1	-2
CC1CCCCN1C(=O)c1cc(-c2ccc3c(c2)OCO3)on1 (configuration not stated)	1

From PubChem BioAssay
